D1 antag: antagonists of human D1 dopamine receptor; HEK293 TREx D1 cells, calcium flux, dopamine EC80; hits give low values; activity change, negative = inhibition, % at 10 µM; 360,000 compounds, 3.2% hits; in the data active means activity change below about -30%; further: on the % scale 0 is the no-effect control and ±100 the full control effect
Target sequence (P21728 whole entry, looked up): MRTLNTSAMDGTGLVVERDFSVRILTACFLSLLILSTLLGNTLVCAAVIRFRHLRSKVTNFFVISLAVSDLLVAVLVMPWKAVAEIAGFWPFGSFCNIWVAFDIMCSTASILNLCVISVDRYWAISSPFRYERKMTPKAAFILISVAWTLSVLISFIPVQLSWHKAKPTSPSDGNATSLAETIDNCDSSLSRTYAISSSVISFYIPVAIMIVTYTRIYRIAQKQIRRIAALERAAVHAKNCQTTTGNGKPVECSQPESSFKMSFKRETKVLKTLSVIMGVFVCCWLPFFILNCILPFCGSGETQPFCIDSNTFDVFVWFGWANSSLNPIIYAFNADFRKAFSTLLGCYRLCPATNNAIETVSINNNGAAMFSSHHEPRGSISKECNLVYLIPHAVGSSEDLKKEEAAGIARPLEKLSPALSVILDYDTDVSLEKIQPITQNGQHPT
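Using tetracycline-induced force-coupled D1 Hek293 cells and a calcium dye, signals were followed for 180 s after compound, then for 180 s after EC80 dopamine, to detect inhibitors.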
D1 potentiator: enhances dopamine response at the human D1 receptor | 360,000 compounds, 0.036% hits | P21728 | AID 504651 | potentiation, % at 10 µM | HEK293 TREx D1 cells, calcium flux, dopamine EC20 potentiation; in the data active means potentiation above about 30%; further: 0% is about no effect
D1 agonist: human D1 receptor agonism. P21728. HEK293 T-REx D1 cells, calcium flux, agonist mode. activation, % at 2 µM. 360,000 compounds, 1% hits. AID 504660; in the data active means activation above about 30%; further: 0% is about no effect
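Agonism was scored from calcium flux recorded over 180 s (1 read/s) after pintool compound addition, following a 10-cycle baseline. Cells were inducible force-coupled HEK293 TREx D1, plated overnight at 30 C and loaded with no-wash calcium dye.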
Vif-A3F inh: inhibitors of Vif-A3F interaction. HeLa A3F-eYFP + Vif (tagged APOBEC3F with the HIV-1 protein that degrades it), YFP fluorescence increase. Potency, µM (doses to about 46.1 µM), inactives show at the top dose activity, negative = active. 390,000 compounds, 0.2% hits. AID 602313; further: potency means the concentration at half of the fitted maximal effect; % of control where 0% means no effect; nearly all actives have a fitted effect of over 65% in size
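Fluorescence increase (Ex 488/Em 500-530) after overnight compound treatment at 37 deg C flags inhibition of Vif-driven A3F-eYFP loss in stable HeLa A3F-eYFP/Vif cells seeded overnight beforehand.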
LDHA block: inhibitors of human lactate dehydrogenase A. 480,000 compounds, 0.15% hits. activity change, % (values are at about 110 or 230 µM). AID 1347041. purified LDHA, NADH/diaphorase-resazurin fluorescence; hits give low values; in the data active means activity change below about -30%; inconclusive means mostly about -25% to -30%;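 further: plate controls were DMSO wells for no effect and wells without enzyme for full effect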
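Resorufin fluorescence (ex540/em590), read at 0 and 20 min after diaphorase/resazurin addition, reports the NADH left after a 5 min room-temperature reaction of 2 nM human LDH5 with 0.06 mM NADH and 0.2 mM pyruvate.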
RXFP1 ag: activates the human relaxin receptor RXFP1 | Q9HBX9 | HEK293T-RXFP1 cAMP TR-FRET, 30 min; response scale: percent of porcine relaxin response, buffer zero | Potency, µM (highest dose often 57.5 µM), inactives show top-dose activation, hits mostly activators | 370,000 compounds, 0.3% hits; further: potency means the concentration at half of the fitted maximal effect; on the % scale 0 is the no-effect control and ±100 the full control effect; nearly all actives have a fitted effect of over 60% in size; many of its hits are not listed in these tables
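HEK293 cells stably expressing RXFP1, treated 30 min at 37C with compounds plus PDE4 inhibitor Ro 20174; cAMP measured by HTRF TR-FRET. Normalized to buffer and 29 nM porcine relaxin; EC50 by Hill fit.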
GRP78 ERSR act: inducers of ER stress response in human glioma cells | Potency, µM, for inactives: at the highest dose activation, actives largely listed as activators | AID 602332 | U87-MG GRP78 promoter luciferase reporter, 16 h | 420,000 compounds, 0.02% hits; further: potency means the concentration at half of the fitted maximal effect; series mostly up to about 76 µM; % of control where 0% means no effect; nearly all actives have a fitted effect of over 35% in size
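Stably transfected U87-MG glioma cells carrying a GRP78-based luciferase sensor; 16 h compound incubation. Luminescence end-point read 10 min after Bright-Glo addition at room temperature.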
Vif-APOBEC3G blk: blocks the Vif interaction with human APOBEC3G. Q9HC16. HeLa A3G-eYFP + Vif (tagged APOBEC3G with the HIV-1 protein that degrades it), YFP fluorescence, overnight. Potency, µM (series often up to 46.1 µM), for the others: top-dose activity, negative = active, most hits filed as inhibitors. 410,000 compounds, 0.076% hits. AID 602310;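 further: potency means the concentration at half of the fitted maximal effect; on the % scale 0 is the no-effect control and ±100 the full control effect; nearly all actives have a fitted effect of over 60% in size; hits raise eYFP signal because A3G escapes Vif-driven loss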
Target sequence (Q9HC16 whole entry, looked up): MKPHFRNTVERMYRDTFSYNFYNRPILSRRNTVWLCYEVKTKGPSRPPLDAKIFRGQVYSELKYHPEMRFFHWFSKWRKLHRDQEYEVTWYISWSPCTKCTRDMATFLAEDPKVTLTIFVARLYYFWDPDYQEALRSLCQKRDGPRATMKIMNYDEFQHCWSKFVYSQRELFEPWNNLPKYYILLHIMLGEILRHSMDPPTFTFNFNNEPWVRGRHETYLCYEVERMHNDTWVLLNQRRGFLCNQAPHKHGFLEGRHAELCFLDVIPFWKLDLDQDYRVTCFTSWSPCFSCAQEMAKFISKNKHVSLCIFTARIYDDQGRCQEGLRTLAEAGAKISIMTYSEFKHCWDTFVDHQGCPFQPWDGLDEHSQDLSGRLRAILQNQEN
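Read-out is eYFP fluorescence (Ex 488/Em 500-530) from Vif-expressing HeLa A3G-eYFP cells; more signal means A3G escaped Vif-mediated degradation. Cells plated overnight, compound pinned in, incubated overnight at 37 deg C.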
D2 potentiator: positively modulates the human D2 dopamine receptor allosterically | P14416 | HEK293 T-REx D2, calcium flux, EC20 dopamine potentiation | potentiation, % at 10 µM | 340,000 compounds, 0.34% hits | AID 485347;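 active means potentiation over 3 SD above the plate norm, cut at about 30% in these data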; further: 0% is about no effect
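Primary screen. Calcium kinetics in induced HEK293 T-REx D2 cells: compound pre-addition 180 s, EC20 dopamine, 180 s more.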
* hit, by the source's call; ? = inconclusive; . = not tested or not shown; & = joins results of further samples. Unless noted, the call rests on the fitted dose curve; in most records, active means well fitted curve in the direction sought with a large enough effect; inconclusive means small, poorly fitted or top-dose-only effect, or another doubt; inactive means no such curve, though single readings can be large; an effect the other way counts as inactive or inconclusive.

SMILES	D1 antag	D1 potentiator	D1 agonist	Vif-A3F inh	LDHA block	RXFP1 ag	GRP78 ERSR act	Vif-APOBEC3G blk	D2 potentiator
CO/N=C/c1ccc(Sc2ccccc2)c([N+](=O)[O-])c1	-2	1	3	-9%	3	0.3%	7%	-8%	-13
CCOCN(C(=O)Cn1c(CC(C)C)nc2ccccc21)c1c(C)cccc1CC	6	5	-2	1%	3	4.5%	-2%	0%	-1
Cc1nc2ccccc2cc1C(=O)N/N=C/c1ccc([N+](=O)[O-])cc1	18	-5	1	5%	-2	0.4%	-4%	0%	10
Cc1ccc(-c2nc3c(Cl)cc(Cl)cc3c(=O)n2O)cc1	8	7	0	-2%	3	-2.1%	4%	-2%	3
COC(=O)C1CCN(C(=O)COC(=O)c2cccc(NS(=O)(=O)c3ccccc3)c2)CC1	9	5	1	6%	-7	-1.2%	-3%	1%	10
CCCCCN(C(=O)NC(=O)Nc1ccc(C)cc1C)S(C)(=O)=O	5	4	3	-7%	-4	2.7%	-2%	0%	2
CC(=O)Nc1ccc2c(c1)Cc1ccc(Cl)cc1-2	.	.	.	?	3	.	5%	-149%	.
CSc1ccc(CCNC(=O)CN2C(=O)c3cccnc3Oc3ccc(Cl)cc32)cc1	-9	2	10	-5%	-3	5.6%	-1%	1%	-11
CC(C)CNC(=O)NC(=O)COC(=O)C1CSC2(c3ccc(F)cc3)CCC(=O)N12 (stereo not drawn)	-28	-3	0	11%	-7	-0.5%	-1%	0%	-9
Cc1ccc(C)c(NC(=O)c2ccc3c(=O)n4c(nc3c2)CCC4)c1	3	-1	1	-2%	-3	0.4%	2%	0%	2
Cn1nnnc1SCC(=O)Nc1ccccc1-c1ccccc1	-4	-10	1	-5%	-2	1.1%	3%	-3%	2
CCCCn1cc(S(=O)(=O)c2ccc(OC)cc2)c(=O)c2cc(F)c(N3CCCC3)cc21	3	1	12	-4%	-2	2.1%	-2%	2%	4
Cc1ccc(C(=O)Oc2ccc(/C=C3\C(=N)N4N=C(N5CCOCC5)SC4=NC3=O)cc2)cc1	-6	-5	6	-5%	1	3.2%	-1%	0%	6
COC(=O)C1=C(C)NC(=O)NC1c1ccc(-c2ccc(Cl)cc2)o1 (stereo not drawn)	3	1	1	-3%	-16	1.3%	1%	-6%	4
COc1ccc(/C=N/Nc2nncc3ccccc23)c(OC)c1	3	-1	1	3%	-4	0.2%	-2%	5%	10
Cc1ccc(CNC(=O)CCSCc2cccc(F)c2)cc1	-14	-10	3	4%	-1	8.2%	2%	-4%	-1
CC(C)(C)OC(=O)NCCCCCc1nnc(SCC(N)=O)o1	-39*	-5	1	1%	-5	1.7%	6%	-4%	2
O=C(c1cc2cc(Cl)ccc2[nH]1)N1CCc2ccccc2C1	-57*	-8	6	-1%	3	?	1%	3%	.
O=S(=O)(CCc1ccncc1)c1ccc(Cl)cc1	-9	-6	4	-33%	-2	0.5%	-3%	0%	-3
CCN(CC)P(=O)(Nc1ccccc1Br)c1ccc(N(C)C)cc1NC(=O)c1ccco1 (stereo not drawn)	-15	1	1	5%	-4	3.2%	-3%	-5%	-15
Cc1ccc(C2=NC3(CCCCCC3)NC2=S)cc1	1	-5	1	1%	-4	-0.2%	0%	3%	6
N/C(=N\N=C\c1ccc(O)c(O)c1)c1nonc1N	-3	-4	7	2%	1	0.8%	2%	-5%	6
CCc1ccc(CNC(=O)Cn2nc(-c3ccc(C)cc3)ccc2=O)cc1	21&-7	-5&0	3&2	1%	5	-0.5%&3.5%	-1%	0%	2&21
O=C(CSc1ccc2c(c1)OCCO2)NCCc1ccc(Cl)cc1Cl	-1	-1	6	1%	-2	0.7%	-1%	-1%	-1
COC(=O)C(C)N(C(=O)c1ccc(C(=O)c2ccccc2)cc1)c1c(C)cccc1C (stereo not drawn)	-5	0	5	-4%	0	0.1%	-3%	2%	-5
SMILES	D1 antag	D1 potentiator	D1 agonist	Vif-A3F inh	LDHA block	RXFP1 ag	GRP78 ERSR act	Vif-APOBEC3G blk	D2 potentiator
Cc1cc(/C=C2\SC(=O)N(C)C2=O)c(C)n1-c1ccc(S(N)(=O)=O)cc1	-27	4	2	-1%	-5	-5.4%	-2%	3%	13
CC(=O)Nc1cc(OC(C)=O)c2nonc2c1OC(C)=O	13	-2	2	-7%	46	-0.4%	0%	-15%	11
Cc1nc2ccc(C(=O)N(C)CC3CCCN(CCc4ccc(Cl)cc4)C3)cc2[nH]1 (stereo not drawn)	-13	-7	1	3%	-1	-2.2%	-4%	3%	2
CCOc1ccccc1NC(=O)c1c(NC(=O)c2cccc(C)c2)sc2c1CCC2	-14	0	-1	-1%	-1	-0.4%	0%	-4%	2
CC(Oc1ccc(Cl)cc1C(N)=O)C(=O)N1CCc2ccccc21 (stereo not drawn)	.	.	.	-3%	-5	.	-4%	-7%	.
CCN(CC)S(=O)(=O)c1ccc2c(c1)N(CC(=O)N1CCN(c3ccccc3F)CC1)C(=O)CO2	-8	0	4	-5%	-7	-4.4%	-2%	-2%	5
CC(C)C(NC(=O)CNC(=O)OC(C)(C)C)C(=O)NCc1ccc(Cl)cc1 (stereo not drawn)	10	0	3	1%	-11	-1.3%	-3%	2%	5
CC1=NN(c2ccc(C)cc2)C(=O)/C1=C\c1ccc(Br)s1	7	-5	6	-7%	-1	0.4%	-3%	0%	8
Cc1ccc(OCCSc2nc3ccccc3n2CCC(=O)O)cc1C	-6	0	-2	3%	-5	-0.4%	-3%	-7%	-2
COc1ccc(NC(=S)NC2CC3CCC2C3)c(OC)c1 (stereo not drawn)	-14	-6	0	?	1	-4.5%	2%	-1%	-8
CS(=O)(=O)N1CCN(CC2CC3C=CC2C3)CC1 (stereo not drawn)	-16	-4	2	1%	-17	2.3%	1%	1%	-3
COc1ccc2nc(C)cc(SCC(=O)O)c2c1	-7&3	2&-2	1&1	-2%&5%	4&-5	7.9%&8.9%	4%&-2%	1%&-1%	-5&-7
O=c1ccc(-c2ccccc2)nn1Cc1c(F)cccc1Cl	-22	1	0	6%	-3	0.1%	0%	-2%	5
CC(C)(C)C(=O)NCCCc1nc2ccccc2n1CCCOc1ccc(Cl)cc1	-23	-11	16	5%	0	2.4%	-7%	0%	-3
O=C(Nc1cccnc1)c1ccc([N+](=O)[O-])s1	-9	.	4	-5%	0	0.7%	-6%	-12%	-14
Cc1nn(-c2ccc(F)cc2)c2c1cc(C#N)c1nc3ccccc3n12	-19	0	5	-3%	-2	2.3%	-4%	-8%	2
CCn1c(C(=O)NCc2cccnc2)cc2sc(Cl)cc21	-4	-3	2	-10%	3	1.8%	-3%	-5%	-20
C=CCOc1ccc(/C=N/NC(=O)C(=O)Nc2ccccn2)cc1OC	3	-8	4	-10%	1	2.0%	-1%	-1%	-8
CCc1ccc(Nc2ccc(C(N)=O)cc2[N+](=O)[O-])cc1	-40*	-4	1	-12%	-1	1.9%	8%	0%	-1
COc1ccc(NC(=O)COC(=O)C2CC2)cc1S(=O)(=O)N1CCCCC1	-10	-10	1	-18%	-1	-1.5%	-3%	-4%	-6
CCOc1ccc(/C(O)=C2/C(=O)C(=O)N(c3ncccn3)C2c2ccc(C)cc2)cc1 (stereo not drawn)	6	0	3	0%	-2	?	1%	-1%	-11
COc1cc(O)c(C(CC(=O)N2CCCCC2)c2ccc3c(c2)OCO3)c(OC)c1 (stereo not drawn)	2	-1	2	7%	0	0.0%	-6%&-3%	-1%&2%	-3
COc1ccc(NC(=S)Nc2ccccc2F)c(OC)c1	.	.	.	.	-3	1.3%	-4%	1%	.
COc1ccc(N(CC(=O)N2CCc3ccccc32)S(=O)(=O)c2c(C)n[nH]c2C)cc1	-13	-2	3	-1%	-7	1.5%	-3%	0%	-4
COc1ccc(C(=O)Nc2ccccc2-c2nnn(CC(=O)Nc3ccc4c(c3)OCCO4)n2)cc1	2	-3	2	-8%	-1	5.7%	-2%	-7%	13

By substructure, the entries above with a furan ring, fused or not
SMILES	D1 antag	D1 potentiator	D1 agonist	Vif-A3F inh	LDHA block	RXFP1 ag	GRP78 ERSR act	Vif-APOBEC3G blk	D2 potentiator
COC(=O)C1=C(C)NC(=O)NC1c1ccc(-c2ccc(Cl)cc2)o1 (stereo not drawn)	3	1	1	-3%	-16	1.3%	1%	-6%	4
CCN(CC)P(=O)(Nc1ccccc1Br)c1ccc(N(C)C)cc1NC(=O)c1ccco1 (stereo not drawn)	-15	1	1	5%	-4	3.2%	-3%	-5%	-15

Next entries:
SMILES	D1 antag	D1 potentiator	D1 agonist	Vif-A3F inh	LDHA block	RXFP1 ag	GRP78 ERSR act	Vif-APOBEC3G blk	D2 potentiator
O=C(Nc1nnc(CSCc2ccc(Cl)cc2)s1)c1cccc([N+](=O)[O-])c1	-18	-10	15	17%	-4	-0.2%	-5%	0%	-2
COc1ccc(C(=O)NC(=O)COC(=O)C2COc3ccccc3O2)cc1 (stereo not drawn)	.	-3	-2	2%	-3	-1.7%	-7%	0%	14
Cn1c(=O)c2c(nc(Cc3ccccc3)n2C)n(C)c1=O	5	-2	1	-3%	-11	?	-5%	1%	1
COc1ccc(S(=O)(=O)N2CCN(C(=S)Nc3ccc(S(N)(=O)=O)cc3)CC2)cc1	12	-2	2	6%	-7	1.2%	-4%	-4%	.
CCn1c(CSc2nc3ccccc3s2)nnc1SCC(=O)OC(C)(C)C	-3	-7	3	-3%	-2	0.5%	1%	1%	-6
CCCn1c(=N)n(CC(O)COc2ccc(C)cc2)c2ccccc21 (stereo not drawn)	10	1	11	-26%	-9	-1.0%	-4%	1%	-9
CNC(=S)NNc1nc(-c2ccccc2)c2cc(Cl)ccc2n1	.	.	.	6%	-9	.	-1%	-7%	.
COc1ccc(OC)c(Nc2nc(-c3ccc(O)c(O)c3)cs2)c1	8	2	-2	6%	25	0.8%	1%	-22%	-21
COc1ccc(C2/C(=C(/O)c3ccc4c(c3)CC(C)O4)C(=O)C(=O)N2CCCn2ccnc2)cc1 (stereo not drawn)	9	-4	0	-3%	-1	?	-4%	-1%	-3

Screens as filed in PubChem.

These rows are one share of the data, so the mix of outcomes need not match the whole.
